# SR-BI DiI-HDL act: activators of SR-BI mediated DiI-HDL uptake, primary screen, ldlA[mSR-BI] CHO cells, DiI fluorescence; hit rate 0.096% among 320,000; 3 h; 100 = double the neutral-control signal; AID 504775, 2011; activation, % at 12.5 µM;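 active = mean replicate activation of at least 60% and every replicate at or above 60%; inconclusive = mean or all-replicate condition met, but not both; inactive = mean below 60% and not all replicates reaching 60%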;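 also: 0% = median plate neutral-control signal and 100% = twice that signal; values of inactives mirror those of a sister screen read the other way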
#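 Assay system: CHO ldlA[mSR-BI] cells, LDL receptor-null, SR-BI overexpressing; medium: Ham's F12 with 0.5% BSA, HEPES 25 mM, pH 7.4; also added: DiI-HDL 10 µg/mL; timing: 3 h uptake period with compound, 37 °C; signal: DiI fluorescence, bottom read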
# Wnt bcat act: Wnt/beta-catenin pathway activators, primary screen, cell-based, plate reader, single point; hit rate 1.2% among 300,000; AID 743398, 2014; activation, % at 9.35 µM; Wnt/beta-catenin reporter cell assay, activator; in the data active = activation above about 30%, passing the limit was not always enough; inconclusive = no clear call, values can overlap the other calls;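 also: 0% = neutral control wells and 100% = positive control wells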
# MITF TRPM1 HTS: activators of MITF-driven TRPM1 promoter reporter, primary screen, cell-based, SK-MEL-5, luciferase, single point; SK-MEL-5 TRPM1-promoter luciferase, 24 h; % of positive control, neutral wells = 0; activation, % at 12.5 µM; hit rate 0.75% among 300,000;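 active = mean activation of at least 80% with every replicate also reaching 80%; inconclusive = mean reaches 80% but some replicate falls short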;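 also: 0% = neutral control wells and 100% = parthenolide positive control wells; values of inactives mirror those of a sister screen read the other way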
# dFosB activator: activators of delta FosB homodimer, primary screen, biochemical, fluorescence polarization, TAMRA-CDK5 oligo, single point. purified delta FosB; percent of positive-control signal above neutral wells. Protein FosB (Mus musculus), P13346. hit rate 0.99% among 340,000. activation, % at 25 µM;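 active = mean activation above about 17%, with every replicate also reaching it, limit read from the data, passing the limit was not always enough; inconclusive = only one of the two conditions met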;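 also: fluorescence polarization rise as delta FosB binds a TAMRA Cdk5 AP-1 oligo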
# Rtt109 Vps75: inhibitors of C. albicans Rtt109/Vps75 HAT, primary screen, biochemical, ThioGlo CoA-SH fluorescence, plate reader | Histone acetyltransferase RTT109 (Candida albicans (strain SC5314 / ATCC MYA-2876)), … | hit rate 0.16% among 330,000 | purified Rtt109/Vps75, 4 h | AID 540336, 2011 | inhibition, % at 34.9 µM;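 active = inhibition of at least 50% in every replicate; inconclusive = best replicate reaches 50% inhibition but some replicates fall short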
# Target sequence (Q5AAJ8 whole entry, looked up): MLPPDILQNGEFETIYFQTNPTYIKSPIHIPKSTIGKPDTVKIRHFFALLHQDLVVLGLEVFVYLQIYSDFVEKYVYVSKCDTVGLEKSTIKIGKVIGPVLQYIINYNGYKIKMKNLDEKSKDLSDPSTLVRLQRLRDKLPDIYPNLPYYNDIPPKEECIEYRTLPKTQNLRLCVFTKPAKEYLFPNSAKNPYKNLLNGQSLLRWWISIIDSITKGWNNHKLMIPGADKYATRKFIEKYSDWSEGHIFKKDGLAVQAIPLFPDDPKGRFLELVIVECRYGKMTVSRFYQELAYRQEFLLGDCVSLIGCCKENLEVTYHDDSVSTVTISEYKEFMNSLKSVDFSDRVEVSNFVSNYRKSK
# SR-BI DiI inh: inhibitors of SR-BI mediated HDL lipid uptake, primary screen, ldlA[mSR-BI] cells, fluorescence, single point; Scavenger receptor class B member 1 (Mus musculus), Q61009; ldlA[mSR-BI] CHO cells, DiI-HDL uptake fluorescence, 3 h; inhibition, % at 12.5 µM; hit rate 0.96% among 320,000; AID 488896, 2010;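 active = mean replicate inhibition of at least 70% and a set share of replicates each scoring 70 or more; inconclusive = meets just one of the two criteria; inactive = fails both criteria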;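 also: 0% = median of neutral control wells and 100% = median of positive control wells; values of inactives mirror those of a sister screen read the other way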
# Target sequence (Q61009 whole entry, looked up): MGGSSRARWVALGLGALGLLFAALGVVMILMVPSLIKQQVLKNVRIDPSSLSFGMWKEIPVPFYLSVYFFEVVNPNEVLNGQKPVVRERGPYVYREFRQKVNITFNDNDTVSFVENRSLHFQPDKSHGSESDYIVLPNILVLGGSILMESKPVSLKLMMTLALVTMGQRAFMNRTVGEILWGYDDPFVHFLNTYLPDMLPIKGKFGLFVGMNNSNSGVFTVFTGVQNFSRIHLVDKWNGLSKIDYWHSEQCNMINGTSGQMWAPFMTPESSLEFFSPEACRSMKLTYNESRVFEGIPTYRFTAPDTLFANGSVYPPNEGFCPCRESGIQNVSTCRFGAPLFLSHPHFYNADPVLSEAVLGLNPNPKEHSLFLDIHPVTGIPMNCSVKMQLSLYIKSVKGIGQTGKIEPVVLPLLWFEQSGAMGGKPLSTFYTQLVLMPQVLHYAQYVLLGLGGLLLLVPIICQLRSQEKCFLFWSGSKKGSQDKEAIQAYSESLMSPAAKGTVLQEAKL
# HTR5A ag ctr: HTR5A agonists in luminescence cell assay, primary screen, counter-screen for OPRM1-OPRD1 heterodimer agonist project, full-deck HTS; cell-based; activation, % at 9.3 µM; AID 504692, 2011; hit rate 0.61% among 340,000; 5-hydroxytryptamine receptor 5A (Homo sapiens), P47898; in the data active = activation mostly above about 9.5%, no sharp cut-off; inactive = mostly below about 7.6%;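 also: 0% = cells with vehicle only and 100% = reference agonist; strong numbers were not always called active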
# PvdQ inh: P. aeruginosa PvdQ acylase inhibitors, primary screen, biochemical, fluorescence, plate reader and imaging, single point. PvdQ acylase [Pseudomonas aeruginosa LESB58]. purified PvdQ acylase. inhibition, % at 10 µM. hit rate 0.063% among 340,000. AID 488965, 2010; in the data active = inhibition above about 30%, passing the limit was not always enough; inconclusive = no clear call, values can overlap the other calls;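 also: 0% = vehicle neutral wells and 100% = reference inhibitor wells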
# CDK5 p35 inh: inhibitors of human CDK5/p35 kinase, primary screen, biochemical, single concentration. AID 488839, 2010. inhibition, % at 10 µM. Recombinant CDK5/p35, ADP-Glo luminescence, 60 min. hit rate 0.01% among 330,000. Cyclin-dependent kinase 5 (Homo sapiens) + Cyclin-dependent kinase 5 activator 1 (Homo …;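 active = highest replicate inhibition of at least 50% and at least 75% of replicates reaching 50%; inconclusive = only one of the two criteria met; inactive = both criteria failed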;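 also: plate controls were DMSO neutral control for no effect and GW8510 at 10 µM for full effect; many of its hits are not listed in these tables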
# RTF Ca sens act: cardiac RTF calcium sensitivity activators, primary screen, biochemical, IANBD-TnC fluorescence, EC20 calcium | IANBD-labeled TnC RTF fluorescence at EC20 calcium; 0% EC20 calcium, 100% full calcium | activation, % at 7.2 µM | hit rate 0.24% among 340,000;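 active = activation above the mean over all tested compounds plus 3 SD, cut at about 30% in these data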;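 also: rise in fluorescence read as greater calcium sensitivity of cardiac thin filaments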
# * marks the source's active call; other numbers are inactive results; u = inconclusive; x = no result given.
SMILES,SR-BI DiI-HDL act,Wnt bcat act,MITF TRPM1 HTS,dFosB activator,Rtt109 Vps75,SR-BI DiI inh,HTR5A ag ctr,PvdQ inh,CDK5 p35 inh,RTF Ca sens act
C=CCC1(CC=C)CCCN1C(=O)C1CCC(=O)N(CCc2ccc(OC)cc2)C1 (configuration not stated),-5.0,20.3,48.0,-6.7,12.4,5.0,-0.9,-14.8,-2.1,-1.5
CCOC(=O)N1CCC(c2nc3ccccc3[nH]2)CC1,2.3,x,x,0.1,11.2,-2.3,-0.9,9.8,-1.3,-6.7
FC(F)(F)c1cnc(-c2cnc(-c3cccnc3)nc2)c(Cl)c1,-1.7,u,105.7*,-7.6,-1.7,1.7,8.4,-6.4,0.4,8.8
CCC1(C)Cc2c(sc3c2c(=O)n(C)c2nnc(SCc4ccccc4)n32)CO1 (configuration not stated),-17.6,x,-9.3,-0.7,9.5,17.6,-2.4,-0.4,-0.4,-2.7
Cn1c(/C(C#N)=C(\O)c2ccc(Cl)s2)nc2ccccc21,-0.8,30.4*,18.3,-0.3,-28.6,0.8,-1.4,-8.7,0.8,-0.5
O=C(NC1CC2CCC1C2)c1ccco1 (configuration not stated),x,0.4,2.2,6.4,8.5,x,2.2,10.1,0.0,-0.9
O=C1CCC(C(=O)OC(C(=O)c2c[nH]c3ccccc23)c2ccccc2)=NN1 (configuration not stated),38.2,-2.8,-13.5,-4.3,-2.9,-38.2,-1.1,-2.5,0.2,-0.5
CCOC(=O)n1c(=O)oc2ccccc21,12.2,-3.1,5.6,-1.8,-4.5,7.1,5.0,-7.9,-1.3,5.4
Cc1cc(=O)n2c3ccccc3n(CC(O)CN3CCC(C)CC3)c2c1C#N (configuration not stated),29.9,-3.7,8.7,6.5,7.1,-29.9,0.5,-5.2,0.5,2.6
COc1ccccc1N1CCN(C(c2cccs2)C(C)NC(=O)C(=O)N2CCOCC2)CC1 (configuration not stated),2.6,-2.6,-5.1,-10.5,7.0,-2.6,-5.1,1.4,1.3,2.2
C[C@H](CO)N1C[C@H](C)[C@@H](CN(C)Cc2ccc(Oc3ccccc3)cc2)Oc2c(NC(=O)c3ccncc3)cccc2C1=O,4.7,-4.5,-14.1,-1.2,8.7,-4.7,0.2,-25.5,-1.6,0.0
CCOC(=O)C1=C(C)OC(N)=C(C#N)C1c1cc(Cl)c(OCC(N)=O)c(OC)c1 (configuration not stated),8.2,-1.5,-9.0,-5.1,-15.8,-8.2,-0.6,-11.9,-1.3,5.3
Cc1cc(N2CCc3ccccc32)n2ncnc2n1,37.5,-6.0,x,7.0,-5.1,-37.5,0.4,-13.6,-0.4,0.7
O=[N+]([O-])c1ccccc1CS(=O)(=O)c1ccccc1,4.0,3.6,x,6.0,3.0,-4.0,5.4,6.0,-0.4,-1.7
O=C(/C=C/c1cccs1)NC(=S)Nc1ccc(S(=O)(=O)Nc2ccccc2C(F)(F)F)cc1,-34.8,-3.4,-6.7,-11.2,1.0,34.8,-0.7,-0.5,1.2,4.2
CN(C)c1ccc(CN(C(=O)c2ccc(Cl)c([N+](=O)[O-])c2)C2CCS(=O)(=O)C2)cc1 (configuration not stated),0.6,-2.8,x,-0.5,3.5,-0.6,-0.2,-13.8,0.3,-1.3
N#Cc1cccc2c1-c1ccccc1/C2=N/NC(N)=O,9.8,x,-4.9,-73.3,9.2,-9.8,-1.0,-6.6,2.5,2.2
O=C(c1cccc(Cl)c1)N1CCCC(C(=O)N2CCCCCC2)C1 (configuration not stated),13.5,x,x,7.1,6.7,-13.4,-4.7,11.5,-2.5,1.3
O=C(COC(=O)CC(c1ccccc1)c1ccccc1)NCc1ccccc1,18.2,-4.4,-4.7,-8.6,x,-18.2,-0.6,10.5,5.1,1.5
CCc1nnc(NS(=O)(=O)c2ccc(N/C=C/C(=O)c3ccc(C)cc3)cc2)s1,-7.9,12.4,9.7,2.6,0.8,7.9,-3.2,-9.3,-0.3,2.5
CCc1nnc(NS(=O)(=O)c2ccccc2)s1,12.9,-1.3,x,3.0,-2.5,-12.9,1.1,-9.4,-0.7,-5.6
CCc1nnc(NC(=O)CSc2nc3cc(OC)ccc3cc2C)s1,-14.5,-0.7,-15.9,-8.7,-1.2,14.5,7.2,-4.8,-10.1,3.4
CCCc1cnc(N2CCN(C(=O)c3ccccc3)CC2)nc1,-4.9,-0.6,2.9,-1.5,-3.4,4.9,-1.0,-17.6,2.6,0.3
FC(F)(F)c1ccccc1N/N=C/c1cccnc1,x,-2.3,41.3,-1.2,5.8,x,-0.1,-0.2,-0.2,-5.9
NS(=O)(=O)c1ccc(NC(=S)NC(=O)c2ccc(-c3ccccc3)cc2)cc1,-33.4,0.1,-9.6,11.4,0.6,33.4,4.3,-7.0,1.7,1.5

# The final two entries of the part before lead into the next:
SMILES,SR-BI DiI-HDL act,Wnt bcat act,MITF TRPM1 HTS,dFosB activator,Rtt109 Vps75,SR-BI DiI inh,HTR5A ag ctr,PvdQ inh,CDK5 p35 inh,RTF Ca sens act
FC(F)(F)c1ccccc1N/N=C/c1cccnc1,x,-2.3,41.3,-1.2,5.8,x,-0.1,-0.2,-0.2,-5.9
NS(=O)(=O)c1ccc(NC(=S)NC(=O)c2ccc(-c3ccccc3)cc2)cc1,-33.4,0.1,-9.6,11.4,0.6,33.4,4.3,-7.0,1.7,1.5
Cc1cccc(-c2nnc3n2N=C(c2ccccc2)CS3)c1,-39.3,x,3.2,-5.9,-1.0,39.3,-8.6,-13.5,-2.7,0.1
CC(C)=C1C2CCC1C1C(=O)N(c3ccc(C)c(C)c3)C(=O)C21 (configuration not stated),3.1,0.5,8.5,1.8,4.4,-3.1,0.1,-5.8,-1.6,-2.1
CCS(=O)(=O)N1CCCC(C(=O)NCCc2ccc(OC)c(OC)c2)C1 (configuration not stated),-9.9,x,5.0,0.4,-6.7,9.9,1.8,-12.6,1.6,3.8
CCCC(=O)Nc1ccc(C2C(=O)c3ccccc3C2=O)cc1,9.8,0.3,x,-10.0,-2.6,-9.8,0.3,-6.0,-0.6,4.0
COc1ccc(C(CC(=O)O)NC(=O)c2sc3ccccc3c2Cl)cc1 (configuration not stated),4.9,-3.1,10.7,-0.6,x,-4.9,1.9,6.1,-1.7,-5.7
C[C@H](NC(=O)[C@@H]1Cc2ccccc2CN1C(=O)OC(C)(C)C)C(=O)NCc1ccco1,4.6,0.1,-8.9,-8.0,10.8,-4.6,2.0,-2.7,-5.7,3.9
O=C(Nc1ccc2oc(Cc3ccc(Cl)cc3)nc2c1)c1cccnc1,-20.7,x,-6.2,-14.0,-34.7,20.7,2.2,-12.2,1.4,1.1
CCOc1ccc(OCC)c(NC(=O)CSc2nnc(-c3cccnc3)o2)c1,-3.9,x,x,-2.8,5.3,3.9,-3.9,-10.9,-0.4,3.2
Cn1c(=O)c2c(ncn2CC(=O)OCC(=O)Nc2ccc(F)cc2F)n(C)c1=O,7.8,-2.7,-2.3,-6.0,3.4,-7.8,-0.5,1.3,0.4,-7.1
O=C(Cn1cnc([N+](=O)[O-])n1)N/N=C/c1ccc2ccccc2c1,-6.3,-4.5,-3.3,6.7,2.1,6.3,-2.8,-5.1,-0.5,-4.5
Cc1[nH]c(=S)[nH]c(=O)c1Cc1ccccc1,19.4,1.3,-7.7,-3.8,-7.5,-19.4,-0.9,-5.5,-1.0,2.4
CCOc1ccc(NC(=S)N2CCC(NC(=O)c3ccccc3C)CC2)cc1,x,-2.6,-3.1,-0.8,-4.3,x,6.9,-13.0,-0.8,7.2
CSCCCc1cn([C@@H](CO)C(=O)NCCCCCCCCCCC(=O)N2CCNCC2)nn1,-5.3,-3.2,4.3,-6.7,5.7,5.3,3.9,-8.4,-0.3,2.5
COc1ccc(C2/C=C\CN(C(=O)c3ccccc3)CC(=O)N2Cc2ccc(F)cc2)cc1 (configuration not stated),-17.3,-2.2,3.7,-2.9,-8.9,17.3,1.7,-19.8,-0.5,-0.3
COc1ccc(OC)c(NC(=O)CSc2nnc(-c3ccco3)n2-c2ccc(C(=O)O)cc2)c1,-24.2,-4.5,-7.5,-12.8,4.9,24.1,1.1,-10.4,-0.5,4.5
COc1ccc(CCNC(=O)CSc2nc3ccccc3o2)cc1OC,28.7,6.2,-3.3,-2.5,-0.1,-28.7,-3.9,-1.4,-1.2,5.3
O=C1Nc2ccccc2C1=Nc1cccc([N+](=O)[O-])c1,21.3,1.1,-13.3,-1.0,4.2,-21.3,1.0,-16.6,0.8,-0.9
C=CC[n+]1c(-c2ccc(OC)cc2)csc1NNC(=O)Nc1ccccc1,-16.2,9.6,-8.8,-11.8,-5.3,16.2,2.5,-5.5,0.4,4.0
COc1cc(OC)c(NC(=O)CCNS(=O)(=O)c2ccc3c(c2)oc(=O)n3C)cc1Cl,6.2,-1.0,-4.1,-2.1,3.2,-6.2,-5.3,2.5,0.2,7.0
COc1cc2[nH]c(=S)nc(NCc3cccnc3)c2cc1OC,1.5,2.0,-1.1,0.1,-5.2,-1.5,2.2,-10.6,1.0,5.4
CCS(=O)(=O)NCC(c1cccnc1)N1CCN(c2ccccc2OC)CC1 (configuration not stated),12.7,0.6,x,-8.2,-3.7,-12.7,6.3,-17.1,-0.8,5.4
O=C(O)Cc1ccc(NS(=O)(=O)c2ccc3ccccc3c2)cc1,-10.3,-1.3,6.2,2.1,9.2,10.3,-3.5,5.1,-1.2,-0.6
CC(Oc1ccc2c(-c3ccccc3)cc(=O)oc2c1)C(=O)NC(Cc1c[nH]c2ccccc12)C(=O)O (configuration not stated),-3.6,-3.4,-8.8,-12.1,1.1,3.6,0.7,-14.6,-0.2,-0.4
CN(C)Cc1cc(C(C)(C)C)c(O)c(C(C)(C)C)c1,4.7,1.2,7.5,-1.5,0.5,-4.7,0.4,-7.2,-1.1,3.4
COc1ccc(CCC(=O)O)cc1OC,4.5,-0.1,10.6,-4.3,2.2,-4.5,-1.9,-11.8,0.6,1.6
CN(C)S(=O)(=O)c1cccc(NC(=O)c2cc(=O)[nH]c3ccccc23)c1,-26.8,x,-8.3,-3.1,-5.9,26.8,0.7,-10.5,0.6,-1.3
COCCNc1nc(-c2cc(C)c(C)cc2C)cs1,-0.9,3.4,12.6,-5.2,4.1,0.9,-5.3,5.1,-1.8,-9.3

# Source: PubChem (several laboratories)
